High-throughput results as filed in PubChem.
Epigenetic reg – regulators of epigenetic silencing causing reporter derepression in mouse cells | murine LDR cells, GFP reporter derepression, 30 h | Potency, µM (series often up to 53.9 µM), without a hit: top-dose GFP activation, hits mostly activators | hit rate 0.2% among 280,000 | AID 1865; also: potency is read from the fitted curve at half-maximal effect; % of control where 0% means no effect; nearly all actives have a fitted effect of over 60% in size
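Murine LDR cells carrying a silenced, genomically integrated CMV-driven GFP reporter were exposed to compound for 30 hours at 37 C. After PBS washes, GFP-positive cells (20–120 um objects) were counted by laser-scanning microplate cytometry.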
NPSR antag – neuropeptide S receptor (human) antagonism, cAMP; Q6W5P4; CHO-NPSR cells, cAMP TR-FRET, antagonist mode; Potency, µM (highest dose often 38.3 µM), for the others: at the top dose activity change, negative = inhibition, usual class: inhibitors; hit rate 1% among 220,000; AID 1461; also: potency is read from the fitted curve at half-maximal effect; % is scaled to controls: 0 for no effect and ±100 for the full control effect; nearly all actives have a fitted effect of over 50% in size; many of its hits are not listed in these tables
aGal spleen mod – alpha-galactosidase A (human) modulation; P06280; human spleen homogenate, 4MU-alpha-Gal fluorescence, 40 min; Potency, µM (series often up to 80 µM), without a hit: at the highest dose activity change, negative = inhibition, usual class: inhibitors; hit rate 0.008% among 240,000;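 also: potency is read from the fitted curve at half-maximal effect; 0% = enzyme with vehicle and -100% = no enzyme basal signal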
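Human spleen homogenate (1 ug) as enzyme source, 4-methylumbelliferyl-alpha-D-galactopyranoside 1 mM final, citrate/phosphate pH 5.0 with 0.01% Tween-20. Compounds 40 min at 37C, NaOH/glycine stop; fluorescence Ex 365/Em 440, Hill-fit AC50.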
TRb-SRC2 inh – inhibitors of human thyroid hormone receptor beta-SRC2 interaction; AID 1469; Potency, µM (doses to about 106 µM), for the others: at the highest dose activity change, negative = inhibition, hits mostly inhibitors; TRbeta-SRC2 peptide binding, fluorescence polarization; receptor liganded with 1 µM T3; hit rate 0.065% among 280,000; P10828;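 also: potency is read from the fitted curve at half-maximal effect; plate controls were bound peptide for no effect and peptide without receptor for full effect; nearly all actives have a fitted effect of over 50% in size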
Target sequence (P10828 whole entry, looked up): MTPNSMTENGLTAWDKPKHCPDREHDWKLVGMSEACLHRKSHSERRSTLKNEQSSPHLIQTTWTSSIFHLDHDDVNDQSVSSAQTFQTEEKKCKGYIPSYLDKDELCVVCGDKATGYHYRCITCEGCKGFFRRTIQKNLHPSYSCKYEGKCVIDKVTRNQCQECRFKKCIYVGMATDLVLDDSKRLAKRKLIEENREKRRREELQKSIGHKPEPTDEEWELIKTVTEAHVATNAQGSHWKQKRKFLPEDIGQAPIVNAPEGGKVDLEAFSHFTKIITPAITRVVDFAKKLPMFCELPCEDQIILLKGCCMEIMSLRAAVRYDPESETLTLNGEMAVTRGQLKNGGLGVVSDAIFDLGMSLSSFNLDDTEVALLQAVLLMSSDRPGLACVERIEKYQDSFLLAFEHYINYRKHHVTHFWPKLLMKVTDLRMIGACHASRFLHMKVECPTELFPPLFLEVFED
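Fluorescence polarization of 20 nM Texas Red SRC2 peptide with 0.6 uM human TRb ligand-binding domain, in Tris buffer with 1uM T3 and 5% DMSO. Incubated 5 hr ambient; normalized to unbound and bound controls.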
CBFb-RUNX1 inh – blocks binding between human CBF-beta and RUNX1; Q01196+Q13951; AlphaScreen CBFb-His/RUNX1-biotin binding, biochemical; Potency, µM (series often up to 59.8 µM), inactives show at the highest dose activity, negative = inhibition, most hits filed as inhibitors; 230,000 tested, under 10 active; AID 1477; also: % of control where 0% means no effect
Target sequence (Q01196 whole entry, looked up): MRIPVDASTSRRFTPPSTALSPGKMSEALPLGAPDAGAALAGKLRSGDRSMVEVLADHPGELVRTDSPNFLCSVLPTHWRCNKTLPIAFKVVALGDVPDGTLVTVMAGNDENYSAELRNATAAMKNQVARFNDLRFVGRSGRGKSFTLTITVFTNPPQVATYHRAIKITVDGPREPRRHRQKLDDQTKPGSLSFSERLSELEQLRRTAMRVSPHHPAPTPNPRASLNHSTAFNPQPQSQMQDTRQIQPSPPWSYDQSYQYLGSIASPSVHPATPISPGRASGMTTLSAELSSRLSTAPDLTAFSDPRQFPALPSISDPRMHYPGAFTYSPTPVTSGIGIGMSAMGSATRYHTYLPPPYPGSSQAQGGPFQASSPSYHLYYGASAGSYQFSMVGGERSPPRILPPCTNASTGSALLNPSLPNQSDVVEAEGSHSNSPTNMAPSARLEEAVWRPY
Target sequence (Q13951 whole entry, looked up): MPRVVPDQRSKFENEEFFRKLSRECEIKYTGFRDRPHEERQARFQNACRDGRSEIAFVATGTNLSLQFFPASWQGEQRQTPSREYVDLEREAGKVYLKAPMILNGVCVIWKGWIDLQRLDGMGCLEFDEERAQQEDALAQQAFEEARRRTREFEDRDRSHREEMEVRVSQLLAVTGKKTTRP
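AlphaScreen binding: CBFb-His and RUNX1-biotin (30 nM each) preincubated 20 min, compound added for 15 min, then nickel and streptavidin beads for 90 min, all at room temperature. Disruption of the interaction by any mechanism counts as activity.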
Tau fibril FP – inhibitors of human tau fibril formation; P10636; K18 P301L tau heparin fibrillization, Alexa594 FP, 6 h; Potency, µM (doses to about 57.7 µM), without a hit: at the highest dose activity, negative = inhibition, actives largely listed as inhibitors; hit rate 0.39% among 280,000; AID 1468; also: potency is read from the fitted curve at half-maximal effect; % is scaled to controls: 0 for no effect and ±100 for the full control effect; nearly all actives have a fitted effect of over 55% in size
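Steps: dispense K18 P301L tau (15 uM plus 0.24 uM Alexa 594 tracer, final) in pH 7 sodium acetate; add compound; add heparin (20 uM final); incubate 6 hr, 37 C; add ThT (30 uM final); after 1 hr ambient, read FP.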
Tau fluor cs – counter-screen for tau fibril formation inhibitors; hit rate 0.93% among 280,000; Potency, µM (titrated, usually from 57.7 µM), without a hit: at the highest dose activity change, negative = decrease; tau K18 P301L (four-repeat tau fragment) Alexa594 fluorescence, heparin fibrillization; AID 1463; also: potency is read from the fitted curve at half-maximal effect; % is scaled to controls: 0 for no effect and ±100 for the full control effect; nearly all actives have a fitted effect of over 55% in size
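Human K18 P301L tau (15 uM unlabeled plus 0.24 uM Alexa 594-labeled, final) in 100 mM sodium acetate pH 7 was mixed with compound and 20 uM heparin and incubated 6 hr at 37 C.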
TexasRed fluor – Texas Red fluorescence interference in TRb-SRC2 counter-screen. TRb/SRC2 Texas Red total fluorescence interference. Potency, µM (doses to about 106 µM), for the others: at the top dose fluorescence change, negative = quenching. hit rate 0.29% among 280,000; active = well fitted curve in either direction with a large enough effect; inconclusive = small, poorly fitted or top-dose-only effect; also: potency is read from the fitted curve at half-maximal effect; % is scaled to controls: 0 for no effect and ±100 for the full control effect
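Human TRb ligand-binding domain at 0.6 uM with 20 nM Texas Red SRC2 peptide in Tris buffer containing 1 uM T3 and 5% DMSO, incubated with compound 5 h at ambient temperature. Total fluorescence (555/632 nm) calculated as parallel + 2 × perpendicular.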
The depositor's hits bear a star; [ ] = dose if it differs, or a comment. Unless noted, calls follow the shape of the dose curve; as a rule, active = well fitted curve in the direction sought with a large enough effect; inconclusive = small, poorly fitted or top-dose-only effect, or another doubt; inactive = no such curve, though single readings can be large; an effect the other way counts as inactive or inconclusive. An excerpt, so the mix of outcomes need not match the whole.

O=C(COc1ccc(F)cc1Br)N1CCN(c2ncccn2)CC1 was read as Epigenetic reg 0.9%, NPSR antag 0%, aGal spleen mod 0%, TRb-SRC2 inh -2%, CBFb-RUNX1 inh 15%, Tau fibril FP 9%, Tau fluor cs 5% and TexasRed fluor -3%.
`O=[N+]([O-])c1cccc(/C=C/c2nc(C=Nc3ccccc3)c(O)o2)c1` gave Epigenetic reg inconclusive, NPSR antag 1%[46.1 µM], aGal spleen mod 3%, TRb-SRC2 inh -5%, CBFb-RUNX1 inh 5%, Tau fibril FP 6%, Tau fluor cs -22% and TexasRed fluor 1%.
`O=C(Nc1nccs1)c1cc2sccc2n1Cc1ccc(F)cc1` gave Epigenetic reg -0.1%, NPSR antag inconclusive, aGal spleen mod 16%, TRb-SRC2 inh 7%, CBFb-RUNX1 inh 6%, Tau fibril FP -6%, Tau fluor cs -14% and TexasRed fluor -3%.
For Cc1cc(C(=O)CSc2nncs2)c(C)n1-c1ccc2c(c1)OCO2 the results were Epigenetic reg 0.6%, NPSR antag -9%[46.1 µM], aGal spleen mod 2%, TRb-SRC2 inh -1%, CBFb-RUNX1 inh -12%, Tau fibril FP -7%, Tau fluor cs -25% and TexasRed fluor 2%.
For COC(=O)Nc1ccc(S(=O)(=O)N2CCC(C)CC2)cc1 the results were Epigenetic reg 0.0%, NPSR antag -11%[46.1 µM], aGal spleen mod 2%, TRb-SRC2 inh -4%, CBFb-RUNX1 inh 2%, Tau fibril FP -5%, Tau fluor cs -6% and TexasRed fluor 3%.
For CS(=O)(=O)c1ccc2nc(NC(=O)C3=NN(c4ccccc4)C(=O)CC3)sc2c1 the results were Epigenetic reg -1.7%, NPSR antag -13%, aGal spleen mod 4%, TRb-SRC2 inh 0%, CBFb-RUNX1 inh 10%, Tau fibril FP 6%, Tau fluor cs -14% and TexasRed fluor -3%.
Screening CCCCc1cn([C@@H](CCCCN)C(=O)N2CCNCC2)nn1 returned Epigenetic reg 0.8%, NPSR antag -23%, aGal spleen mod 0%, TRb-SRC2 inh 5%, CBFb-RUNX1 inh 14%, Tau fibril FP -1%, Tau fluor cs 3% and TexasRed fluor -1%.
Screening Cc1ccc(C)c2nc(Cl)c(C#N)cc12 returned Epigenetic reg -7.0%, NPSR antag 14%, aGal spleen mod 0%, TRb-SRC2 inh 8%, CBFb-RUNX1 inh 11%, Tau fibril FP 5%, Tau fluor cs -3% and TexasRed fluor 0%.
Screening O=C(c1cc2ccccn2n1)N1CCN(c2ccccn2)CC1 returned Epigenetic reg 1.7%, NPSR antag -3%[46.1 µM], aGal spleen mod -4%, TRb-SRC2 inh 7%, CBFb-RUNX1 inh -3%, Tau fibril FP 7%, Tau fluor cs 3% and TexasRed fluor 6%.
For Nc1c(C(=O)Nc2ccc(Br)cc2)sc2nc(-c3ccco3)ccc12 the results were Epigenetic reg 3.2%, NPSR antag inconclusive, aGal spleen mod 10%, TRb-SRC2 inh 26%, CBFb-RUNX1 inh 1%, Tau fibril FP 5%, Tau fluor cs inconclusive and TexasRed fluor inconclusive.

Reprinted at random: 2 records from the list, in no set order.
`O=C(Nc1nccs1)c1cc2sccc2n1Cc1ccc(F)cc1` gave Epigenetic reg -0.1%, NPSR antag inconclusive, aGal spleen mod 16%, TRb-SRC2 inh 7%, CBFb-RUNX1 inh 6%, Tau fibril FP -6%, Tau fluor cs -14% and TexasRed fluor -3%.
For Nc1c(C(=O)Nc2ccc(Br)cc2)sc2nc(-c3ccco3)ccc12 the results were Epigenetic reg 3.2%, NPSR antag inconclusive, aGal spleen mod 10%, TRb-SRC2 inh 26%, CBFb-RUNX1 inh 1%, Tau fibril FP 5%, Tau fluor cs inconclusive and TexasRed fluor inconclusive.

Further results follow.
`Cc1cc(NC(=O)CCC(=O)N(Cc2ccco2)C(C(=O)NCC2CCCO2)c2ccncc2)no1` (stereo unspecified) gave Epigenetic reg 1.9%, NPSR antag -8%, aGal spleen mod -3%, TRb-SRC2 inh -5%, CBFb-RUNX1 inh 7%, Tau fibril FP -4%, Tau fluor cs -8% and TexasRed fluor 1%.
Screening CCCCN(CC)C(=O)CSc1nc2n[nH]c(C)c2c(=N)n1-c1ccc(CC)cc1 returned Epigenetic reg 0.0%, TRb-SRC2 inh -1%, Tau fibril FP 15%, Tau fluor cs -17% and TexasRed fluor 0%.
`O=c1ccn(-c2ccccc2)[nH]1` gave Epigenetic reg -2.8%, NPSR antag 3%, aGal spleen mod -12%, TRb-SRC2 inh -2%, CBFb-RUNX1 inh 0%, Tau fibril FP 2%, Tau fluor cs -1% and TexasRed fluor -2%.
For CCC(=O)N1CCc2cc(S(=O)(=O)NCCC(=O)NCc3ccc(C)cc3)ccc21 the results were Epigenetic reg -1.7%, TRb-SRC2 inh -4%, Tau fibril FP -10%, Tau fluor cs -10% and TexasRed fluor 0%.
`CC1=NN(C(=O)Cc2ccc([N+](=O)[O-])cc2)C(O)(c2cccnc2)C1` (stereo unspecified) gave Epigenetic reg -5.7%, NPSR antag -9%[46.1 µM], aGal spleen mod -7%, TRb-SRC2 inh 1%, CBFb-RUNX1 inh 6%, Tau fibril FP 3%, Tau fluor cs 2% and TexasRed fluor -4%.
`O=C(O)c1cc([N+](=O)[O-])c(N2CCCC2)c([N+](=O)[O-])c1` gave Epigenetic reg 1.3%, NPSR antag -11%[46.1 µM], aGal spleen mod -1%, TRb-SRC2 inh 1%, CBFb-RUNX1 inh -4%, Tau fibril FP 13%, Tau fluor cs 2% and TexasRed fluor 6%.
`CN1C=CC2=C(C#N)C(N)C(C#N)(C#N)C(c3ccccc3)C2C1` (stereo unspecified) gave Epigenetic reg -1.6%, NPSR antag -17%[46.1 µM], aGal spleen mod 27%, TRb-SRC2 inh -6%, CBFb-RUNX1 inh 4%, Tau fibril FP inconclusive, Tau fluor cs -16% and TexasRed fluor 2%.
Screening Cc1cc(C)nc(SCc2ccc(C(=O)NN=C3C4CC5CC(C4)CC3C5)cc2)n1 returned Epigenetic reg -0.3%, NPSR antag 3%, aGal spleen mod -11%, TRb-SRC2 inh -4%[53 µM], CBFb-RUNX1 inh -3%, Tau fibril FP 1%, Tau fluor cs 5% and TexasRed fluor 0%[53 µM].
Screening CCSc1ncc(Cl)c(C(=O)Nc2ccccc2)n1 returned Epigenetic reg 1.0%, NPSR antag -46%, aGal spleen mod 0%, TRb-SRC2 inh 9%, CBFb-RUNX1 inh 2%, Tau fibril FP 3%, Tau fluor cs -11% and TexasRed fluor -1%.
`COc1ccc(-n2nc3cc(C)c(NC(=S)NC(=O)c4ccccc4C)cc3n2)cc1` gave Epigenetic reg 0.0%, NPSR antag inconclusive, aGal spleen mod -3%, TRb-SRC2 inh -8%, CBFb-RUNX1 inh 2%, Tau fibril FP inconclusive, Tau fluor cs -28% and TexasRed fluor 2%.
CN(CC1CCOCC1)C(=O)CC1C(=O)NCCN1C/C=C/c1ccccc1 (stereo unspecified) was read as Epigenetic reg 2.5%, NPSR antag -10%, aGal spleen mod -2%, TRb-SRC2 inh -8%, CBFb-RUNX1 inh 1%, Tau fibril FP -4%, Tau fluor cs 2% and TexasRed fluor -5%.
`COc1ccc(CN2CCN(C(=O)c3ccco3)CC2)cc1OC` gave Epigenetic reg -6.3%, NPSR antag 13%, aGal spleen mod -6%, TRb-SRC2 inh -2%, CBFb-RUNX1 inh 6%, Tau fibril FP 2%, Tau fluor cs -1% and TexasRed fluor 1%.
For Cn1cccc1CC(=O)NNC(=O)Nc1ccc(Cl)cc1 the results were Epigenetic reg -1.0%, NPSR antag 2%, aGal spleen mod 0%, TRb-SRC2 inh 1%, CBFb-RUNX1 inh 1%, Tau fibril FP 4%, Tau fluor cs -2% and TexasRed fluor -7%.
O=C1c2cccc3cccc(c23)C(=O)N1CCCN(C(=O)c1cccs1)c1cccc(F)c1 was read as Epigenetic reg 0.0%, NPSR antag -7%, aGal spleen mod -9%, TRb-SRC2 inh -6%, CBFb-RUNX1 inh -7%, Tau fibril FP -7%, Tau fluor cs -4% and TexasRed fluor 1%.
CSc1nnc(CCNC(=O)OC(C)(C)C)o1 was read as Epigenetic reg -4.2%, NPSR antag 10%, aGal spleen mod -7%, TRb-SRC2 inh 4%, CBFb-RUNX1 inh 2%, Tau fibril FP -4%, Tau fluor cs -4% and TexasRed fluor -1%.
`CC(C)(C)OC(=O)N1CCC(c2cc(-c3cccs3)n[nH]2)CC1` gave Epigenetic reg -1.5%, NPSR antag 41%, aGal spleen mod 7%, TRb-SRC2 inh 0%, CBFb-RUNX1 inh 4%, Tau fibril FP 2%, Tau fluor cs -10% and TexasRed fluor -1%.
O=C(NCc1ccc(-c2csnn2)cc1)c1cc(Cl)cc(Cl)c1 was read as Epigenetic reg 1.9%, NPSR antag -9%, aGal spleen mod 5%, TRb-SRC2 inh -5%, CBFb-RUNX1 inh 2%, Tau fibril FP -16%, Tau fluor cs -19% and TexasRed fluor 1%.
Screening COc1ccc(N(CC(=O)NC2CCCC2)C(=O)CCC(=O)Nc2cc(C)on2)c(OC)c1 returned Epigenetic reg -1.0%, NPSR antag -2%[46.1 µM], aGal spleen mod 3%, TRb-SRC2 inh -13%, CBFb-RUNX1 inh -2%, Tau fibril FP 4%, Tau fluor cs -7% and TexasRed fluor -1%.
For COc1ccc(-c2c[n+]3c(n2-c2ccc(C)cc2)CCCCC3)cc1 the results were Epigenetic reg 0.0%, NPSR antag 5%, aGal spleen mod 9%, TRb-SRC2 inh 2%, CBFb-RUNX1 inh 3%, Tau fibril FP 15%, Tau fluor cs 5% and TexasRed fluor -4%.
For Cc1ccc(S(=O)(=O)N2CCCC2C(=O)OCc2nc3ccccc3s2)cc1 (stereo unspecified) the results were Epigenetic reg 0.0%, NPSR antag -1%[46.1 µM], aGal spleen mod 7%, TRb-SRC2 inh -2%, CBFb-RUNX1 inh -9%, Tau fibril FP -8%, Tau fluor cs -1% and TexasRed fluor 2%.
Screening Cc1ccc2nc(NC(=O)COC(=O)c3ccccn3)sc2c1 returned Epigenetic reg -0.1%, NPSR antag 14%, aGal spleen mod 1%, TRb-SRC2 inh -1%, CBFb-RUNX1 inh inconclusive, Tau fibril FP 0%, Tau fluor cs -11% and TexasRed fluor -1%.
